# PLK1 PBD inh = qHTS for Inhibitors of PLK1-PDB (polo-like kinase 1 - polo-box domain): Primary Screen. Serine/threonine-protein kinase PLK1 (Homo sapiens), P53350. AID 720504, 2013. Potency, µM, for the others: max response, negative = inhibition, usual class: inhibitors. Plk1 PBD binding of FITC phosphopeptide, fluorescence polarization. actives 2.8% (n = 360,000); also: potency is read from the fitted curve at half-maximal effect; series mostly up to about 57 µM; % is scaled to controls: 0 for no effect and ±100 for the full control effect; nearly all actives have a fitted effect of over 65% in size
# Target sequence (P53350 whole entry, looked up, the tested form may be a part): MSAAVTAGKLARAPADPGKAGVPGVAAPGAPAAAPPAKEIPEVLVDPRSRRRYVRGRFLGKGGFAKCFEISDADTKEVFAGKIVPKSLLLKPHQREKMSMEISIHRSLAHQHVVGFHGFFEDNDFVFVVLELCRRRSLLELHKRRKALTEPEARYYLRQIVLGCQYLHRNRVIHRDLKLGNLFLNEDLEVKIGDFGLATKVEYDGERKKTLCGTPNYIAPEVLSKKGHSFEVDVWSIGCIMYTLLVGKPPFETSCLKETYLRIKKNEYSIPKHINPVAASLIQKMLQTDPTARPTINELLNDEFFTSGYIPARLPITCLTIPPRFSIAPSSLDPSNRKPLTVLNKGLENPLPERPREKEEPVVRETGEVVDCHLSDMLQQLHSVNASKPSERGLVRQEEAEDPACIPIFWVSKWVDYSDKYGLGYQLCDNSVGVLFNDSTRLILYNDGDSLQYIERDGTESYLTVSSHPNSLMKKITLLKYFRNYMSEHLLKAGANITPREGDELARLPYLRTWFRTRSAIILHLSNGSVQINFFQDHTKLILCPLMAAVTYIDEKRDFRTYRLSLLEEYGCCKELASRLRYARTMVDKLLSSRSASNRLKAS
# Abeta rescue = qHTS for compounds that reverse cellular toxicity of Amyloid beta (A-beta) peptide in yeast: Primary Screen; actives 0.063% (n = 410,000); yeast expressing A-beta42, growth rescue, OD600, 48 h; response scale: 0% DMSO, 100% iron-clioquinol control; Potency, µM (top dose mostly 46.1 µM), without a hit: at the highest dose growth rescue, hits mostly activators; also: potency is read from the fitted curve at half-maximal effect; nearly all actives have a fitted effect of over 55% in size
#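 Growth rescue measured by 600 nm absorbance after 48 h yeast culture at 30 C with compound. Values normalized between DMSO and an equimolar ferric chloride plus clioquinol control.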
# WRN inhibitor = qHTS for Inhibitors of WRN Helicase; Bifunctional 3'-5' exonuclease/ATP-dependent helicase WRN (Homo sapiens), Q14191; Potency, µM (top dose mostly 114 µM), inactives show at the highest dose activity change, negative = inhibition, hits mostly inhibitors; WRN helicase unwinding, fluorescent forked duplex, kinetic; actives 0.46% (n = 360,000); also: potency is read from the fitted curve at half-maximal effect; % is scaled to controls: 0 for no effect and ±100 for the full control effect; nearly all actives have a fitted effect of over 55% in size
#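 Kinetic fluorescence helicase assay: unwinding of a quenched forked DNA duplex (100 nM final) with 2 mM ATP final raises red fluorescence (525/598 nm). Compounds sat 15 min at room temperature with 20 nM WRN beforehand.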
# FUS suppressor = qHTS for Suppressors of FUS Proteinopathy: Primary screen using FUS-linked yeast assay | Potency, µM (doses to about 76.6 µM), without a hit: at the highest dose growth rescue (activation), actives largely listed as activators | actives 0.24% (n = 390,000) | S. cerevisiae FUS-expressing, growth rescue, OD600, 24 h;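 also: potency is read from the fitted curve at half-maximal effect; plate controls were DMSO vehicle for no effect and reference control for full effect; nearly all actives have a fitted effect of over 55% in size; some results filed as inactive show a strong effect at the top dose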
#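 Yeast FUS proteinopathy model; galactose-induced FUS (2%), starting OD 0.005. Cpds in dilution series, 24hr, 30C, 99% humidity. Abs 600 nm growth. Pos ctrl CP55940 (top 92uM final); neg ctrl DMSO.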
# IL-2 act = qHTS of IL-2 Activators | IL-2 activation reporter assay, cell-based qHTS; stimulated with anti-CD3/CD4/CD28 beads; in transgenic mouse T cells | activation, % (series mostly up to about 46 µM) | actives 0.065% (n = 360,000); in the data active = activation above about 50%; inconclusive = mostly about 30% to 49%; also: 0% is about no effect
#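 Unstimulated transgenic mouse T cells preincubated 60 min with compound, then stimulated with anti-CD3/anti-CD4-coated beads plus anti-CD28 for 18 h at 37 degrees C. IL-2 response read as EGFP and DsRed fluorescence by plate cytometry.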
# EPAC1 ag = qHTS for Agonist of cAMP-regulated guanine nucleotide exchange factor 3 (EPAC1): primary screen; Rap guanine nucleotide exchange factor 3 (Homo sapiens), O95398; EPAC1 agonist qHTS, biochemical assay; response scale: 100% = response to 6.5 mM cAMP; Potency, µM (titrated, usually from 154 µM), for inactives: at the top dose activation, actives largely listed as activators; actives 0.073% (n = 360,000); also: potency is read from the fitted curve at half-maximal effect; nearly all actives have a fitted effect of over 60% in size
#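 Multi-concentration qHTS readout: loss of Rap1B-bound BODIPY-GDP fluorescence driven by 100 nM EPAC1 with excess GDP (50 uM), monitored kinetically at room temperature; agonist response expressed relative to 6.5 mM cAMP.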
# aSyn yeast inh = qHTS of alpha-syn Inhibitors. Yeast expressing alpha-synuclein, growth rescue, BacTiter-Glo, 24 h. Potency, µM (series often up to 46.1 µM), inactives show at the highest dose growth rescue (activation), usual class: activators. actives 0.14% (n = 370,000). AID 652106, 2013; also: potency is read from the fitted curve at half-maximal effect; % of control where 0% means no effect; nearly all actives have a fitted effect of over 65% in size
#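 Readout is rescue of growth in alpha-synuclein-expressing yeast, so inhibitors of toxicity appear as activators. Growth after 24 hr at 30 deg C in galactose medium is quantified by luminescence.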
# PI5P4K alpha inh = qHTS for Inhibitors of phosphatidylinositol 5-phosphate 4-kinase (PI5P4K) | max response, % | Phosphatidylinositol 5-phosphate 4-kinase type-2 alpha (Homo sapiens), P48426 | actives 1.2% (n = 330,000) | PI5P4Kalpha enzyme, ADP-Glo luminescence, 60 min; hits give low values | AID 652105, 2013; active = max response of -50% or lower; inconclusive = between -30% and -50%; inactive = -30% or higher; also: value at the top dose of about 77 µM; % is scaled to controls: 0 for no effect and ±100 for the full control effect
# Target sequence (P48426 whole entry, looked up): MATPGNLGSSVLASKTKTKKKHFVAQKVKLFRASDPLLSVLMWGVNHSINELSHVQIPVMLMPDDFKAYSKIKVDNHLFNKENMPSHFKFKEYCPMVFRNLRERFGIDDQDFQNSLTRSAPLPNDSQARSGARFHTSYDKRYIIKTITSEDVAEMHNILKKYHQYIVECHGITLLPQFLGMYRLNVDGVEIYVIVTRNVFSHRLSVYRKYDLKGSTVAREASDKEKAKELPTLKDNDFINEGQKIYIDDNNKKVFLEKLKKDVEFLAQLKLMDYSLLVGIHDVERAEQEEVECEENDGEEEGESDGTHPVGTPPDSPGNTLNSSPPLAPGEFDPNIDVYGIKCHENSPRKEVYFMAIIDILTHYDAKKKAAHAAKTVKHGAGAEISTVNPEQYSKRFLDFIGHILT
#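 Controls without substrate or without enzyme flank wells where PI5P4Kalpha converts substrate using 5 microM ATP (final). Incubation lasts 60 minutes at room temperature; ADP formed is read by ADP-Glo luminescence.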
# EPAC1 antagonist = qHTS for Antagonist of cAMP-regulated guanine nucleotide exchange factor 3 (EPAC1): primary screen | EPAC1 GEF assay, Rap1b-BODIPY-GDP exchange fluorescence | Potency, µM (top dose mostly 115 µM), for inactives: at the top dose activity change, negative = inhibition, most hits filed as inhibitors | actives 0.14% (n = 360,000);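 also: potency is read from the fitted curve at half-maximal effect; plate controls were vehicle for no effect and positive control for full effect; nearly all actives have a fitted effect of over 50% in size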
# Starred values were filed as active, the others as inactive; ? = inconclusive; . = not tested or not shown; & = joins results of further samples; [ ] = dose if it differs, or a comment. Unless noted, calls follow the shape of the dose curve; as a rule, active = well fitted curve in the direction sought with a large enough effect; inconclusive = small, poorly fitted or top-dose-only effect, or another doubt; inactive = no such curve, though single readings can be large; an effect the other way counts as inactive or inconclusive.
SMILES,PLK1 PBD inh,Abeta rescue,WRN inhibitor,FUS suppressor,IL-2 act,EPAC1 ag,aSyn yeast inh,PI5P4K alpha inh,EPAC1 antagonist
CCN(CC)c1ccc(C(=O)OCC(=O)Nc2sccc2C#N)cc1,0%,23%,-19%,16%,-0.4,21%,3%,1,-10%
COc1cccc(/C=C2/C(=O)NN(c3ccc(F)cc3)C2=O)c1,5.3µM*,2%,-28%,50%,-1.2,8%,-5%,-15,?
CN(C)c1ccc(N=Nc2ccccc2C(=O)OCC(=O)N(C)c2ccccc2)cc1,1%,-9%,-1%,37%,-4.5,1%,4%,-3,-4%
Cc1cccc(NC(=O)c2ccc3c(c2)CCN3S(C)(=O)=O)c1C,0%,-12%,-2%,-13%,0.7,2%,-1%,-1,-9%
CCCc1cc(=O)oc2cc(C)cc(OC(C)C(=O)N[C@@H](Cc3c[nH]c4ccccc34)C(=O)O)c12 (stereo not given in full),-5%,-2%,2%,10%,-0.2,-16%,-1%,-5,4%
CCc1noc(C)c1C(=O)Nc1nc2c(F)cc(F)cc2s1,-16%,1%,0%,-1%,-0.6,-3%,-1%,-8,4%
CCCCNC(=O)N1CCN(S(C)(=O)=O)CC1,-2%,-11%,-1%,-19%,2.1,3%,-3%,0,5%
CC(C)(C)NC(=O)CN(C(=O)Cn1nnc(-c2ccccc2F)n1)c1cccc2c1CCCC2,4%,21%,-13%,40%,3.2,1%,17%,0,-11%
O=C(CNC(=O)c1ccc(Cl)cc1)c1ccc(Cl)cc1,-4%,-6%,-5%,7%,0.1,-7%,0%,5,1%
COc1cc(NS(=O)(=O)c2ccc(NS(=O)(=O)c3ccc(NC(C)=O)cc3)cc2)nc(OC)n1,4%,-2%,-12%,-2%,0.0,-7%,4%,-8,-6%
COc1cccc(NC(=O)c2cccc(OC)c2OC)c1,2%,6%,1%,-6%,1.1,-1%,3%,2,-12%
Cc1ccc(CNC(=O)CN(C)S(=O)(=O)c2cnc[nH]2)cc1,6%,13%,-12%[57.1 µM],1%,0.1,-2%,0%,-4,23%
COc1ccc(NS(=O)(=O)c2cc(NC(=O)c3ccc(S(=O)(=O)N(C)C)cc3)ccc2N2CCOCC2)cc1,-7%,-4%,-2%,30%,-0.4,9%,-1%,-4,-5%
CCOC(=O)NNS(=O)(=O)c1cc(Br)ccc1Br,-15%,7%,-5%,5%,-0.2,13%,-8%,6,2%
COc1cc(OC)cc(-c2cc3ccccc3c(=O)o2)c1,0%,10%,-5%,-27%,-0.4,-18%,-7%,-1,-22%
CCOC(=O)CCNC(=O)Nc1cc2nc(C)n(Cc3cccc(Cl)c3)c2nc1C,-21%,-34%,-6%,16%,-0.4,10%,1%,-4,-14%
COc1ccc(/C=C(/NC(=O)/C=C/c2ccccc2)C(=O)NCCCCCC(=O)O)cc1,-3%,-1%,-10%,11%,0.9,0%,5%,-3,-31%
CCOC(=O)c1cn(CC)c2ccc(S(=O)(=O)N3CC(C)CC(C)C3)cc2c1=O (stereo not given),0%,3%,-14%,47%,-4.1,-3%,1%,.,6%
Cc1ccccc1OC(=O)c1cccc(S(=O)(=O)N2CCN(C)CC2)c1,1%,-18%,-2%,-18%,0.0,4%,1%,5,?
COc1ccc(NC(=O)c2sc3nc(Cc4ccccc4)cc(C(F)(F)F)c3c2N)cc1OC,-4%,17%,-10%,9%,1.6,7%,0%,12,?

# Single records, from the list above.
# `CN(C)c1ccc(N=Nc2ccccc2C(=O)OCC(=O)N(C)c2ccccc2)cc1` is listed as PLK1 PBD inh: 1%; Abeta rescue: -9%; WRN inhibitor: -1%; FUS suppressor: 37%; IL-2 act: -4.5; EPAC1 ag: 1%; aSyn yeast inh: 4%; PI5P4K alpha inh: -3; EPAC1 antagonist: -4%
# `CCOC(=O)CCNC(=O)Nc1cc2nc(C)n(Cc3cccc(Cl)c3)c2nc1C` is listed as PLK1 PBD inh: -21%; Abeta rescue: -34%; WRN inhibitor: -6%; FUS suppressor: 16%; IL-2 act: -0.4; EPAC1 ag: 10%; aSyn yeast inh: 1%; PI5P4K alpha inh: -4; EPAC1 antagonist: -14%
# `COc1ccc(NS(=O)(=O)c2cc(NC(=O)c3ccc(S(=O)(=O)N(C)C)cc3)ccc2N2CCOCC2)cc1` is listed as PLK1 PBD inh: -7%; Abeta rescue: -4%; WRN inhibitor: -2%; FUS suppressor: 30%; IL-2 act: -0.4; EPAC1 ag: 9%; aSyn yeast inh: -1%; PI5P4K alpha inh: -4; EPAC1 antagonist: -5%

# New compounds follow:
SMILES,PLK1 PBD inh,Abeta rescue,WRN inhibitor,FUS suppressor,IL-2 act,EPAC1 ag,aSyn yeast inh,PI5P4K alpha inh,EPAC1 antagonist
Cc1ccc(C(=O)COC(=O)CCC(=O)NC2CCCCC2)cc1C,-16%,2%,7%,13%,0.3,0%,3%,9,-2%
O=C(CSc1nnc(CNC(=O)c2ccco2)o1)Nc1ccc(F)cc1,-2%,10%,-2%,6%,-0.7,1%,1%,5,-1%
COC(=O)c1cc(OC)c(OC)cc1NC(=O)c1ccccc1C,-1%,-10%,-2%,-9%,-0.7,4%,3%,1,-6%
Cc1ccc(C(=O)Nc2nc3ccc(S(C)(=O)=O)cc3s2)o1,1%,-54%[inhibitor],0%,-2%,0.7,2%,-30%[inhibitor],?,0%
CCN(CC(=O)Nc1ccc(OC)cc1)CC(=O)Nc1cccc(S(=O)(=O)N2CCOCC2)c1,0%,4%,5%,-5%,-1.4,1%,5%,2,-2%
CCOC(Cn1ccc(=O)[nH]c1=O)OCC,2%,6%,3%,-14%,0.4,6%,4%,0,-8%
COC(=O)C(C)n1nnc2sc(-c3ccccc3)cc2c1=O (stereo not given),6%,-10%&-4%,-3%,-33%&1%,0.2,-1%,2%,-2,9%
Nc1cc(C(=O)OCC(=O)NCc2ccco2)ccc1Cl,-9%,3%,-21%[57.1 µM],27%,0.1,6%,-2%,?,10%
COCc1cc(=O)[nH]c(Nc2nc(C)c3ccccc3n2)n1,-12%,-23%,-9%[57.1 µM],0%,-0.2,3%,6%,.,-7%
N#CCSc1ccccc1NC(=O)COC(=O)CCN1C(=O)C2CC=CCC2C1=O (stereo not given),-2%,1%,1%,.,0.1,-9%,1%,1,-17%
CCOc1ccccc1OCC(=O)Nc1cccc(S(=O)(=O)N2CCCCCC2)c1,-6%,31%,-12%,17%,2.3,11%,1%,10,-14%
COc1ccc(C(=O)Nc2ccccc2C(=O)Nc2cc(C)ccn2)cc1,-15%,-19%,-30%,-15%,-0.6,7%,-28%,3,-17%
COc1ccccc1NC(=O)Nc1ncccc1C,-2%,0%,0%,.,0.1,-6%,1%,-1,3%
COc1ccc(C(=O)NNC(=O)CSc2nnc(COc3ccc4ccccc4c3)n2C)cc1,-1%,2%,-6%,29%,-2.4,1%,-5%,.,-13%
Fc1ccc(Nc2nc(-c3cccnc3)cs2)cc1,-24%,8%,0%,0%,-1.9,-1%,-7%,6,-17%
C=CCNC(=O)C1CCCN(S(C)(=O)=O)C1 (stereo not given),-13%,-6%,-4%[57.1 µM],41%,-1.0,8%,-7%,.,-3%
CC1(C)OCC(CNC(=O)c2[nH]c(C(F)(F)F)nc2-c2ccccc2)O1 (stereo not given),-12%,-24%,-5%,-5%,-0.6,-3%,-4%,5,19%
CCn1c(CNC(=O)c2cccs2)nnc1SCC(=O)Nc1cc(Cl)ccc1C,-4%,-5%,12%,14%,-3.2,3%,12%,.,8%
CCOc1ccccc1-n1c(COc2ccccc2)nnc1SCC(N)=O,-6%,-4%,7%,22%,-1.0,-2%,1%,.,9%
CN(CCC#N)c1ccc(C=C(C#N)c2ccc(Br)cc2)cc1,10%,?,-16%,18%,-3.4,-2%,0%,5,4%

# Entries shown so far that have a Cl atom, in the order listed:
SMILES,PLK1 PBD inh,Abeta rescue,WRN inhibitor,FUS suppressor,IL-2 act,EPAC1 ag,aSyn yeast inh,PI5P4K alpha inh,EPAC1 antagonist
O=C(CNC(=O)c1ccc(Cl)cc1)c1ccc(Cl)cc1,-4%,-6%,-5%,7%,0.1,-7%,0%,5,1%
CCOC(=O)CCNC(=O)Nc1cc2nc(C)n(Cc3cccc(Cl)c3)c2nc1C,-21%,-34%,-6%,16%,-0.4,10%,1%,-4,-14%
Nc1cc(C(=O)OCC(=O)NCc2ccco2)ccc1Cl,-9%,3%,-21%[57.1 µM],27%,0.1,6%,-2%,?,10%
CCn1c(CNC(=O)c2cccs2)nnc1SCC(=O)Nc1cc(Cl)ccc1C,-4%,-5%,12%,14%,-3.2,3%,12%,.,8%

# Later entries
SMILES,PLK1 PBD inh,Abeta rescue,WRN inhibitor,FUS suppressor,IL-2 act,EPAC1 ag,aSyn yeast inh,PI5P4K alpha inh,EPAC1 antagonist
O=S(=O)(c1ccccc1)c1nc(-c2ccc(Cl)cc2)oc1NCCCN1CCOCC1,-11%,0%,-14%,5%,-0.6,2%,6%,2,-7%
CSc1cccc(NC(=S)N(CCN(C)C)C(C)c2ccncc2)c1 (stereo not given),-1%,-2%,7%,-24%,1.9,-7%,0%,-1,5%
O=C1Nc2cc(Cl)cnc2N2CCCC12 (stereo not given),30µM*,-20%,12%,4%,-1.6,-3%,0%,?,10%
CC1=C(C(N)=O)C(c2ccc(C)o2)C(C(N)=O)=C(C)N1,-18%,-19%,-16%,2%,3.3,0%,-10%,4,2%
Cc1csc2c(N(C)CCO)ncnc12,2%,6%,1%,-20%,0.1,-3%,-2%,1,2%
O=C(Nc1ccc2c(c1)C(=O)NC2=O)c1cccc(Cl)c1,2%,-7%,4%,5%,-2.4,-13%,5%,0,17%
